ER stress surv – protection against thapsigargin ER stress killing – CSM14.1 cells, ATP luminescence, primary screen; hit rate 0.33% among 48,000; AID 1010, 2008; relative survival (cellular ATP), % at 15 µg/mL (by protocol); CSM14.1 thapsigargin ER stress survival;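 active = survival measured by cellular ATP above 50% at 15 µg/ml in the first screen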;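 note: cell death triggered by about 15 µM thapsigargin; ATP read 24 h after thapsigargin was added; plate controls were thapsigargin with DMSO for no effect and DMSO without thapsigargin for full effect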
* marks the source's active call; other numbers are inactive results. A portion of the library; count on the stated rates, not on these rows.

SMILES	ER stress surv
COc1ccc(OCC(=O)Nc2ccc(OC)c(OC)c2)cc1	2.1
COCCNC(=O)c1ccc(CN(c2cccc(Cl)c2)S(=O)(=O)c2ccc(C)cc2)cc1	6.4
CC(=O)c1cccc(NC(=O)c2cc(Cl)ccc2[N+](=O)[O-])c1	3.3
Cc1onc(-c2ccccc2Cl)c1C(=O)Nc1cccc(C(=O)O)c1	1.9
O=C(CSc1nnnn1-c1ccccc1)Nc1cccc(C(F)(F)F)c1	8.9
O=[N+]([O-])c1ccc(NCCNS(=O)(=O)c2ccccc2)cc1	9.2
CCOC(=O)C1=C(C)NC2=C(C(=O)CC(c3ccccc3)C2)C1c1ccc(Cl)cc1 (stereo not drawn)	-2.6
COc1ccc(-c2c3c(c(-c4ccccc4)n2-c2ccc(S(N)(=O)=O)cc2)C(=O)c2ccccc2C3=O)cc1	8.3
COc1ccc(C2NCCc3c2[nH]c2ccccc32)cc1 (stereo not drawn)	-7.0
Cc1ccc2c(Cl)c(C(=O)NCc3ccco3)sc2c1	8.5
CCOc1ccc2nc(SC/C=C/c3ccccc3)sc2c1	-4.8
C=CCNC(=O)c1ccc(-c2cccc(Cl)c2)o1	-2.7
CC(=O)c1ccc(NC(=O)c2cc3nc(-c4ccc(Br)cc4)cc(C(F)(F)F)n3n2)cc1	11.1
O=[N+]([O-])c1ccc2nc(Sc3ccccn3)sc2c1	-0.4
O=C1C2ON(c3ccc(Cl)cc3)C(c3cccs3)C2C(=O)N1Cc1ccccc1 (stereo not drawn)	9.0
Cc1cc(O)c(C(=O)c2ccccc2C(=O)O)cc1C	10.4
O=C1N=C(N2CCCCC2)S/C1=C\c1cccc(O)c1	6.2
CC(=O)c1cc(CN2C(=O)c3ccccc3C2=O)cs1	3.9
CCCC(=O)Oc1cc2c(C(=O)OCC)c(C)n(C)c2c2ccccc12	11.0
CC(C)(C)c1csc(N/N=C/c2cccnc2)n1	10.0

Reprinted from the listing for reference:
SMILES	ER stress surv
O=[N+]([O-])c1ccc2nc(Sc3ccccn3)sc2c1	-0.4
O=C1C2ON(c3ccc(Cl)cc3)C(c3cccs3)C2C(=O)N1Cc1ccccc1 (stereo not drawn)	9.0
Cc1cc(O)c(C(=O)c2ccccc2C(=O)O)cc1C	10.4
O=C1N=C(N2CCCCC2)S/C1=C\c1cccc(O)c1	6.2
CC(=O)c1cc(CN2C(=O)c3ccccc3C2=O)cs1	3.9
CCCC(=O)Oc1cc2c(C(=O)OCC)c(C)n(C)c2c2ccccc12	11.0
CC(C)(C)c1csc(N/N=C/c2cccnc2)n1	10.0

(listing goes on)
SMILES	ER stress surv
CC1(C)CC(=O)C2=C(C1)Nc1ccccc1N(C(=O)c1ccccc1)C2c1ccc([N+](=O)[O-])o1 (stereo not drawn)	8.2
O=C(Cc1c2ccccc2nc2ccccc12)c1ccccc1	3.7
Cc1ccc(C)c(N=C(NO)C(=Nc2cc(C)ccc2C)NO)c1	6.5
COCCOC(=O)C1=C(C)NC(C)=C(C(=O)OCCOC)C1c1cn(-c2ccccc2)nc1-c1ccc(F)cc1	-2.5
O=C(Nc1cccc(Cl)c1Cl)c1cnccn1	18.0
CC1CN(C(=O)C(C)N2C(=O)c3ccccc3C2=O)CC(C)O1 (stereo not drawn)	2.5
Cc1ccnc(NC(=O)COc2ccc(C)c(C)c2)c1	-11.8
CC(C)c1cccc(C(C)C)c1NC(=O)c1ccc(C(=O)C(=O)c2ccccc2)cc1	6.4
CC(=O)N(C1=C(N2CCCCC2)C(=O)c2ccccc2C1=O)c1ccc(Br)cc1	4.1
O=C(/C=C/Nc1cccc(O)c1)c1ccc(Cl)cc1	-6.1

Shown with each value named: part of the list above.
Cc1ccc(C)c(N=C(NO)C(=Nc2cc(C)ccc2C)NO)c1
  ER stress surv: 6.5

COCCOC(=O)C1=C(C)NC(C)=C(C(=O)OCCOC)C1c1cn(-c2ccccc2)nc1-c1ccc(F)cc1
  ER stress surv: -2.5

O=C(Nc1cccc(Cl)c1Cl)c1cnccn1
  ER stress surv: 18.0

CC1CN(C(=O)C(C)N2C(=O)c3ccccc3C2=O)CC(C)O1 (stereo not drawn)
  ER stress surv: 2.5

Next records:
SMILES	ER stress surv
Cc1nc2cc(Cl)ccc2n1CCO	0.2
O=C(/C=C/c1ccccc1)C1=C(O)C(=O)N(c2ccccc2)C1c1cccc([N+](=O)[O-])c1 (stereo not drawn)	3.8
Cc1c(N2C(=O)S/C(=C\c3ccc([N+](=O)[O-])cc3)C2=O)c(=O)n(-c2ccccc2)n1C	12.9
COC(=O)c1cc(C(=O)Nc2ccccc2OC)cc([N+](=O)[O-])c1	-2.1
CCc1cccc(C)c1NC(=O)COc1cccc(Cl)c1	2.7
N#Cc1c(NC(=O)c2ccc(C(=O)O)cc2C(=O)O)sc2c1CCCC2	-2.9
COc1ccc(C2=NN(C(=O)CCC(=O)O)C(c3ccc([N+](=O)[O-])cc3)C2)cc1 (stereo not drawn)	3.6
COC(=O)CN(c1ccccc1F)S(=O)(=O)c1ccccc1	0.5
CCCC(=O)Nc1ccc2nn(-c3ccc(OCC)cc3)nc2c1	-6.1
CN1C(=O)/C(=C2\SC(=S)N(C(Cc3ccccc3)C(=O)O)C2=O)c2ccccc21 (stereo not drawn)	3.2
Cc1ccc(S(=O)(=O)NCc2ccco2)cc1[N+](=O)[O-]	3.8
O=C(Nc1scc(-c2ccccc2)c1C(=O)O)c1ccccc1F	8.5
CCSc1nnc2n(-c3ccc(OC)cc3)c(=O)c3c4c(sc3n12)CCCC4	8.0
Cc1ccc(CN2CCN(N=Cc3ccc(Br)s3)CC2)c(C)c1	3.3
CC1S/C(=N/N=C/c2cccs2)NC1=O (stereo not drawn)	-0.1
Cc1ccc(C(C)C)c(OCC(=O)NNC(=O)/C=C/c2ccc3c(c2)OCO3)c1	0.9
COc1nc(Nc2ccc(C(C)=O)cc2)nc(OC)n1	-2.4
O=C(Nc1ccccc1)c1ccccc1C(=O)OCCCCCc1cccs1	2.8
COC(=O)C1=C(C)NC2=C(C(=O)CCC2)C1c1ccc(OCc2ccc(Cl)cc2)c([N+](=O)[O-])c1 (stereo not drawn)	5.7
COc1cc(CN2CCN(S(=O)(=O)c3ccc(Cl)cc3)CC2)cc(OC)c1OC	-3.7
COc1ccc(NC(=O)Nc2nnc(CCc3ccccc3)s2)cc1	10.6
O=C(NCCc1ccc(F)cc1)C(=O)NC1CCCCC1	-0.9
Cc1cccc(C(C)C)c1NC(=O)c1cc2ccccc2oc1=O	-3.1
CCN1C(=O)/C(=C\c2ccc(OCc3ccccc3Cl)cc2)SC1=S	0.5
O=C(Nc1ccc(S(=O)(=O)N2CCCCCC2)cc1)c1ccc(-c2ccccc2)cc1	0.5
CN(C)c1cccc2c(C(NS(=O)(=O)c3ccccc3)C(Cl)(Cl)Cl)ccc(N(C)C)c12 (stereo not drawn)	-7.3
Cc1c(Cl)cccc1NC(=O)C(=O)NCCC(C)C	1.8
COc1ccc(/C=C2/C(=O)N(c3cccc(Br)c3)N=C2C)c(OC)c1	4.0
Cc1[nH]n(-c2ccccc2)c(=O)c1C=Nc1ccc(Cl)cc1Cl	6.8
O=C(NCCCc1ccccc1)c1cc2ccccc2oc1=O	5.2
CCCOC(=O)c1c(-c2ccccc2Cl)csc1N	1.1
S=c1[nH]nc(COc2ccccc2)n1C1CCCCC1	0.1
C/C(=N/NC(=O)COc1cccc(Cl)c1)c1cccc([N+](=O)[O-])c1	9.2
CC(=O)c1ccc(NC(=S)Nc2ccc(F)cc2)cc1	-0.5
O=C(N/N=C/C(Br)=C/c1ccccc1)c1cc(-c2ccco2)[nH]n1	-3.7
c1ccc2c(c1)nc(N1CCCCC1)c1nncn12	-3.4
Cc1ccc(C(=O)O)cc1NC(=O)C1C2CCC(C2)C1C(=O)O (stereo not drawn)	1.6
C=CCn1c(-c2ccncc2)n[nH]c1=S	10.5
Cn1c(=O)c2c(nc(Oc3ccccc3)n2C)n(C)c1=O	3.7
O=C1/C(=C/c2cccs2)SC(=S)N1c1ccc(Br)cc1	0.3
O=P(CCCO)(c1ccc(Cl)cc1)c1ccc(Cl)cc1	0.1
CC1(C)CC(=O)C2=C(C1)Nc1ccccc1NC2c1cccc(O)c1O (stereo not drawn)	-2.4
Cc1ccc(OCC(=O)Nc2cccc(Cl)c2Cl)c(Br)c1	7.2
COc1ccccc1N/N=C(/C#N)C(=N)N1CCOCC1	1.4
O=C1OC(c2ccc(Br)cc2)=C/C1=C/c1ccc(-c2ccccc2[N+](=O)[O-])o1	3.0
CC(NC(=O)COc1ccc(C=C2C(=O)NC(=O)NC2=O)cc1)c1ccccc1 (stereo not drawn)	22.4
O=c1c(-c2ccc(Cl)cc2Cl)coc2c(CN3CCCCCC3)c(O)ccc12	-5.6
O=C(Nc1ccncc1)Nc1ccccn1	-2.1
COc1ccc(C2Nc3ccccc3NC3=C2C(=O)CC(c2ccccc2)C3)cc1Br (stereo not drawn)	29.3
O=[N+]([O-])c1ccc(/C=N/Nc2ccccn2)o1	6.9
The list continues:
SMILES	ER stress surv
COc1ccc2ccccc2c1C=Nc1ccc([N+](=O)[O-])cc1	0.8
CC(c1ccccc1)C1CC(=O)N(c2ccc([N+](=O)[O-])cc2)C1=O (stereo not drawn)	3.8
O=C(NCCCN1CCOCC1)c1cccc(Cl)c1	-1.2
COc1ccc(OC)c(C2NC(=S)NC(C)=C2C(=O)Nc2ccc(Cl)cc2)c1 (stereo not drawn)	6.8
O=C(NCCNc1ccc([N+](=O)[O-])cc1)c1ccccc1F	4.4
O=C(COc1ccc(Cl)cc1)NNC(=O)C1COc2ccccc2O1 (stereo not drawn)	1.3
COc1ccc(S(=O)(=O)N(Cc2ccccc2)c2ccccc2C(=O)N2CCOCC2)cc1	5.2
Cc1ccc(S(=O)(=O)NNC(=O)c2ccncc2)cc1[N+](=O)[O-]	12.1
O=C(N/N=C\c1cc(Br)cc(I)c1O)c1ccc([N+](=O)[O-])cc1	4.7
Cn1c(=O)cc2c3c(c(Oc4ccccc4)ccc31)C(=O)c1ccccc1-2	6.2

In another format: entries from further up.
compound: Cc1[nH]n(-c2ccccc2)c(=O)c1C=Nc1ccc(Cl)cc1Cl
  ER stress surv: 6.8
compound: COc1ccc(OC)c(C2NC(=S)NC(C)=C2C(=O)Nc2ccc(Cl)cc2)c1 (stereo not drawn)
  ER stress surv: 6.8

Following part
SMILES	ER stress surv
Cc1cccc(NS(=O)(=O)c2cccc3cccnc23)c1	3.1
COc1ccc(C2/C(=C(\O)c3ccccc3)C(=O)C(=O)N2Cc2cccnc2)c(OC)c1 (stereo not drawn)	10.7
CC1(C)CC(=O)C(C(C2=C(O)CC(C)(C)CC2=O)c2cccc(OCc3ccccc3)c2)C(=O)C1 (stereo not drawn)	3.7
COc1ccc(Cl)cc1NC(=O)COc1c(C)cc(C)cc1C	3.0
O=C(NCc1cccnc1)c1ccc(S(=O)(=O)N2CCCCC2)cc1	0.8
O=C(Nc1c(Cl)cccc1Cl)c1cc2c(ccc3ccccc32)oc1=O	0.4
CCOC(=O)/C(C#N)=C\c1c(C)cc(C)c(COC)c1C	-2.1
CCC1CCc2c(sc(NC(=O)CCC3CCCCC3)c2C(N)=O)C1 (stereo not drawn)	8.5
COc1ccc(/C=C2\C=C(c3ccc(Br)cc3)OC2=O)c(C)c1	9.2
Cn1c(=O)c(C(=O)Nc2ncccn2)c(O)c2ccccc21	-3.8
CCNC(=O)C(=O)Nc1cc(Cl)ccc1C	6.6
N#C/C(=N\Nc1ccccc1)c1nc(-c2ccc(F)cc2)cs1	3.8
Cc1cccc(N2CCN(C(=O)c3ccc(Cl)cc3Cl)CC2)c1C	6.2
CCCOC(=O)C1=C(C)NC2=C(C(=O)CC(c3ccc(OC)cc3)C2)C1c1cc(Br)c(O)c(OC)c1 (stereo not drawn)	10.7
COC(=O)C1=C(C(=O)OC)SC(=C2C(=S)C(C)(C)N(C(=O)c3ccc([N+](=O)[O-])cc3)c3cc(OC)ccc32)S1	3.1
COc1ccccc1NC(=O)/C(=C\c1cccs1)NC(=O)c1ccccc1	1.9
O=C1CC(N2CCN(c3ccccc3Cl)CC2)C(=O)N1c1ccc(Cl)cc1 (stereo not drawn)	5.7
CC1CCCC(C)N1CC(O)COc1ccccc1C(C)(C)C (stereo not drawn)	-4.9
CC(C)(C)c1ccc(C(=O)N/C(=C/c2ccc(Br)cc2)C(=O)NN)cc1	-3.4
COc1ccc(OC)c(C2NC(=O)NC(C)=C2C(=O)Nc2ccccc2C)c1 (stereo not drawn)	1.4
CCSc1nnc(NC(=O)c2c(C)c(-c3ccc(C)cc3)nc3ccccc23)s1	2.9
Cc1ccc(C(=O)O)cc1S(=O)(=O)N1CCC(C)CC1	14.1
Cc1cc(Br)ccc1S(=O)(=O)n1nnc2ccccc21	-2.8
Cc1ccc(OCC(=O)O/N=C(\N)Cc2ccc([N+](=O)[O-])cc2)c(Br)c1	-1.3
COCCN1C(=O)C(=O)/C(=C(/O)c2ccccc2)C1c1ccc(Cl)cc1 (stereo not drawn)	5.7
CN(C(=O)CN1C(=O)C(C)(C)Nc2ccccc21)c1ccccc1	1.0
CCc1cc(C)cc(OCCOc2ccc(/C=C3/SC(=S)N(C)C3=O)cc2)c1	-4.6
COc1ccc(CCNc2cc(N3CCOCC3)ccc2[N+](=O)[O-])cc1OC	3.7
COc1ccccc1NC(=O)CSC(N)=O	6.9
Cc1ccc2cccc(S(=O)(=O)c3ccc(C(F)(F)F)cc3[N+](=O)[O-])c2n1	7.5
O=C(O)/C=C\C(=O)Nc1ccc(Nc2ccccc2)cc1	-4.0
CCCC(=O)Nc1ccc(I)cc1Cl	0.5
COc1ccc(-c2cc(C(=O)NN3CCN(C)CC3)c3ccccc3n2)cc1OC	4.2
CCOC(=O)c1c(NC(=O)c2cccnc2)sc2c1CCCC2	1.4
COc1ccc(-c2nnc(NC(=O)Nc3ccc(Cl)c(Cl)c3)s2)cc1	0.3
O=C(NNS(=O)(=O)c1ccc2ccccc2c1)c1ccccc1F	15.1
Fc1ccc(C2=NCCn3cccc32)cc1	3.1
CNC(=O)/C(=C/c1ccc(-c2ccc(Cl)cc2)o1)NC(=O)c1ccc(Cl)cc1	4.8

Source: PubChem BioAssay (Sanford-Burnham Center for Chemical Genomics)
